MEP2-GFP yeast = modulators of TOR pathway MEP2-GFP in S. cerevisiae; 330,000 tested, 0.51% active; GFP response vs DMSO, % at 10 µM; S. cerevisiae MEP2-GFP strain, flow cytometry GFP, 3 h; 100% = DMSO control level; AID 2016;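 active = GFP response versus DMSO above a set limit, roughly screen mean plus 3 SD, cut at about 180% in these data; inconclusive = fewer than 70 cells counted for a yeast strain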;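 also: median GFP fluorescence of the barcode-gated MEP2-GFP cells per well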
RPL19A TOR yeast = yeast TOR pathway RPL19A-GFP modulation; AID 2025; 330,000 tested, 0.3% active; percent response vs DMSO, % at 10 µM; S. cerevisiae RPL19A-GFP strain, flow cytometry, 3 h; active compounds read low;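 active = percent response vs DMSO below 50%; inconclusive = fewer than 70 events counted for the yeast strain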;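 also: median channel GFP fluorescence of the barcoded RPL19A-GFP strain; ratio of sample median GFP to plate DMSO average so 100% = DMSO; lower means less RPL19A-GFP as with rapamycin TOR inhibition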
LAP4 TOR yeast = alters LAP4-GFP fluorescence in TOR pathway yeast screen; S. cerevisiae LAP4-GFP multiplex, flow cytometry GFP, 3 h; median GFP as percent of DMSO wells; 320,000 tested, 0.34% active; GFP response vs DMSO, % at 10 µM;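 active = GFP response vs DMSO above a set limit, about the screen mean plus 3 SD, cut at about 150% in these data; inconclusive = under 70 cell events counted for the yeast strain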
EBNA-1 inhibitor = blocks EBNA-1 binding to DNA; inhibition, % at 14.8 µM; AID 1950; EBNA-1 DNA binding, fluorescence polarization; 300,000 tested, 0.34% active; in the data active = inhibition above about 28%
ZTA counter = blocks Epstein-Barr virus ZTA, an EBNA-1 counter-screen; ZTA-DNA binding, fluorescence polarization; inhibition, % at 11 µM; P03206; 320,000 tested, 0.15% active; in the data active = inhibition above about 33%
procasp7 counter = counter-screen for procaspase-3 activators: activators of human procaspase-7. P55210. recombinant procaspase-7, Ac-DEVD-pNA absorbance 405 nm; D23A/D198A/D206A triple mutant, cannot self-cleave; scale: DMSO 0, 5 µM enzyme 100. activation, % at 8.5 µM. 330,000 tested, 0.093% active. AID 463210;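 active = percent activation above the screen-wide mean plus 3 SD, cut at about 25% in these data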
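Assay system: Uncleavable procaspase-7 mutant enzyme | Input: 2 µM procaspase-7 mutant as dispensed | Timing: 1 h compound preincubation, 2 h substrate cleavage, 25 °C | Repeats: One well per compound | Control set: DMSO wells as 0%, DMSO with 5 µM added PC-7 as 100% | Technique: Epi-absorbance of released pNA at 405 nm, two timepoints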
procasp3 activ = procaspase-3 (human) activation | activation, % at 8.5 µM | AID 463141 | 330,000 tested, 0.11% active | recombinant procaspase-3 D3A, Ac-DEVD-pNA absorbance 405 nm;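 active = activation above the mean of all tested compounds plus 3 SD, cut at about 21% in these data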;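 also: 0% = DMSO alone and 100% = DMSO wells spiked with extra 5 µM PC-3 D3A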
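System: Procaspase-3 D3A mutant. Medium: Zinc-free 300 mM NaCl, 50 mM HEPES, 0.01% Triton X-100. Schedule: 1 h preincubation plus 2 h reaction at 25 °C. Measured by: 405 nm absorbance of p-nitroaniline, reads at 0 and 120 min. Read-out: percent activation relative to control range.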
AHR activator = activators of human aryl hydrocarbon receptor; P35869; AHR-responsive luciferase reporter cells, luminescence; activation, % at 5 µM; 320,000 tested, 2.5% active; in the data active = activation above about 47%;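 also: 0% = vehicle wells and 100% = reference agonist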
* hit, by the source's call; ? = inconclusive; nt = no result given; [ ] = remark or other dose.

| Molecule | MEP2-GFP yeast | RPL19A TOR yeast | LAP4 TOR yeast | EBNA-1 inhibitor | ZTA counter | procasp7 counter | procasp3 activ | AHR activator |
| --- | --- | --- | --- | --- | --- | --- | --- | --- |
| COc1ccc(CN2CCC(Oc3cc(C(=O)NC4CC4)ccc3OC)CC2)c(O)c1 | 102 | 105 | 98 | -2 | -10 | -4 | 6 | 1 |
| CCCNC(=O)OCCC12CC3CC(CC(C3)C1)C2 | 103 | 111 | 100 | 14 | -8 | 6 | -8 | -2 |
| COc1ccc(Oc2nc(-c3ccccn3)nc3ccccc23)cc1 | 98 | 94 | 113 | 11 | -1 | 2 | -7 | 8 |
| O=C(Nc1ccccc1C(F)(F)F)N1CCCC(O)C1 (stereo not given) | 105 | 98 | 105 | 6 | 6 | 8 | 4 | -2 |
| COCCN(C(=O)COC(=O)c1ccc(C)s1)c1c(N)n(Cc2ccccc2)c(=O)[nH]c1=O | 95 | 99 | 106 | 3 | 15 | 9 | -14 | 0 |
| CCOc1ccc(Cn2c3ccc(OC)cc3c3nc4ccccc4nc32)cc1OC | 96 | 103 | 108 | 8 | -5 | 1 | -2 | 4 |
| Cc1ccc(C(=O)NC2CCSC2=O)cc1 (stereo not given) | 90 | 107 | 92 | -5 | -3 | -5 | -3 | 2 |
| CNC(=O)c1cc2cc(OC)ccc2oc1=N | 98 | 97 | 98 | -21 | 2 | 3 | 4 | 44 |
| COc1ccc(/C=N/NC(=O)c2ccc(NC(=O)C3CCCCC3)cc2)cc1O | 97 | 91 | 99 | -4 | -13 | -9 | -4 | 12 |
| Cc1cccc(OCC(O)Cn2c(=N)n(Cc3ccccc3)c3ccccc32)c1 (stereo not given) | 104 | 102 | 101 | -17 | -5 | 10 | 1 | 7 |
| COc1ccc(OC)c(/C=C/C(=O)c2ccc3c(c2)OCCO3)c1 | 97 | 104 | 89 | 1 | 17 | 8 | 3 | 24 |
| COc1ccccc1/C=C(\C)C(=O)c1c(C)cc(C)[nH]c1=O | 114 | 80 | 103 | -7 | -5 | 7 | -10 | 1 |
| O=S(=O)(c1ccc2nc(Cc3cccc(C(F)(F)F)c3)[nH]c2c1)N1CCOCC1 | 98 | 100 | 98 | -3 | -2 | 14 | 5 | -1 |
| O=C(CC(Nc1ccccc1Cl)C(=O)OCC(=O)c1cccs1)c1ccccc1 (stereo not given) | 106 | 101 | 94 | -10 | -3 | -23 | -16 | 11 |
| Cc1cc(C)n2cc(CSc3nnnn3C)nc2n1 | 89 | 91 | 91 | 9 | -4 | 7 | -1 | 0 |
| c1ccc(OCCN2C3=NCCN3c3ccccc32)cc1 | 99 | 95 | 91 | 2 | 4 | 5 | 9 | 15 |
| CC(=O)c1ccc(N/N=C(/C(N)=O)C2=NC(C)(C)Cc3ccccc32)cc1 | 100 | 91 | 95 | 8 | 6 | -1 | 2 | 35 |
| O=C(NCCCNc1ccc(C(F)(F)F)cc1[N+](=O)[O-])c1ccc(F)cc1 | 82[may fluoresce red] | ? | ? | -5 | 7 | -8 | -4 | -2 |
| COc1ccccc1CN1CCNC(=O)C1CC(=O)O (stereo not given) | 99 | 100 | 103 | -4 | -8 | 0 | 3 | -1 |
| CCOC(=O)CNC(=O)c1cc(C)oc1C | 88 | 96 | 86 | -1 | -8 | 4 | -7 | 1 |
| CN(Cc1ccccc1)C(=O)COC(=O)COc1ccc(Cl)cc1 | 104 | 102 | 91 | nt | nt | 3 | 9 | -1 |
| O=C(c1cccc(F)c1)N1CCC(N2CCCCCC2)CC1 | 99 | 105 | 94 | -1 | -9 | 9 | 3 | 2 |
| O=C(O)CN1C(=O)SC(Nc2ccccc2)C1=O (stereo not given) | 103 | 101 | 104 | -1 | 7 | 5 | 1 | 1 |
| COCc1ccc(CN2CCC(C(=O)Nc3cccc(-c4cccc(Cl)c4)c3)CC2)o1 | nt | nt | nt | -6 | 3 | 1 | -6 | 19 |
| N#C/C(=C\C1=C(N2CCOCC2)C(=C/c2cccc([N+](=O)[O-])c2)/CC1)C(=O)Nc1ccccc1F | 100 | 94 | 95 | -9 | -1 | 13 | 3 | 0 |
| O=S1(=O)CCN2C(c3cccc4ccccc34)=CSC2=N1 | 102 | 114 | 110 | -2 | -1 | 7 | 2 | 0 |
| Nc1ccc(-n2nc3ccccc3n2)cc1 | 88 | 97 | 95 | -18 | -7 | -1 | -10 | -6 |
| CN(C(=O)COc1ccc([N+](=O)[O-])cc1)C1CCS(=O)(=O)C1 (stereo not given) | 93 | 87 | 89 | 4 | -1 | 8 | 2 | 0 |
| Cc1ccc(-n2c(O)c(C=Nc3ccc(S(=O)(=O)Nc4ncccn4)cc3)c3ccccc3c2=O)cc1C | 92 | 96 | 99 | 0 | -10 | 2 | 5 | 1 |
| COc1ccc(NC(=O)Nc2ccc3c(c2)N(C)C(=O)CS3)cc1Cl | 103 | 100 | 98 | -4 | -13 | 7 | -2 | -3 |
| COc1ccc(CNS(=O)(=O)c2ccc(-c3cnc(C4CC4)o3)cc2)cc1 | 106 | 103 | 104 | -8 | -3 | 3 | 8 | 0 |
| O=C(CN(C(=O)CCC(=O)Nc1nccs1)c1cccc(F)c1)NCc1ccc2c(c1)OCO2 | 106 | 107 | 87 | 9 | 15 | 1 | -4 | 1 |

Random excerpt: 3 compounds from above.
| Molecule | MEP2-GFP yeast | RPL19A TOR yeast | LAP4 TOR yeast | EBNA-1 inhibitor | ZTA counter | procasp7 counter | procasp3 activ | AHR activator |
| --- | --- | --- | --- | --- | --- | --- | --- | --- |
| O=C(CN(C(=O)CCC(=O)Nc1nccs1)c1cccc(F)c1)NCc1ccc2c(c1)OCO2 | 106 | 107 | 87 | 9 | 15 | 1 | -4 | 1 |
| CN(C(=O)COc1ccc([N+](=O)[O-])cc1)C1CCS(=O)(=O)C1 (stereo not given) | 93 | 87 | 89 | 4 | -1 | 8 | 2 | 0 |
| COc1ccc(NC(=O)Nc2ccc3c(c2)N(C)C(=O)CS3)cc1Cl | 103 | 100 | 98 | -4 | -13 | 7 | -2 | -3 |

The results go on:
| Molecule | MEP2-GFP yeast | RPL19A TOR yeast | LAP4 TOR yeast | EBNA-1 inhibitor | ZTA counter | procasp7 counter | procasp3 activ | AHR activator |
| --- | --- | --- | --- | --- | --- | --- | --- | --- |
| O=C(COc1coc(CN2CCc3ccccc3C2)cc1=O)Nc1ccc(F)cc1F | 96 | 95 | 103 | 2 | -2 | 4 | 9 | -1 |
| Cc1ccc(S(=O)(=O)/N=C2\C=C(Nc3ccc(O)cc3)C(=O)c3ccccc32)cc1 | 93 | 94 | 100 | nt | nt | -2 | -2 | -9 |
| COc1ccc(N2CCN(C(=O)COc3ccccc3)CC2)cc1 | 107 | 95 | 114 | 4 | 6 | 2 | 2 | 3 |
| Cc1cccn2c(CN(C)CCC3CCCCO3)c(C(=O)N3CCCCC3)nc12 (stereo not given) | 102 | 107 | 95 | 8 | 26 | 5 | 9 | 12 |
| Cc1ccc(SCC(=O)OC(C)C(=O)NCc2ccccc2)cc1 (stereo not given) | 88 | 94 | 94 | -8 | 6 | 13 | 5 | 0 |
| O=C(CCS(=O)(=O)c1ccc2c(c1)NC(=O)CO2)NCCc1ccccc1 | 105 | 101 | 110 | 10 | 13 | -5 | 15 | 0 |
| CC(C)c1ccc(NC(=O)NC2CC3CCC(C2)N3Cc2cccs2)cc1 (stereo not given) | 104 | 105 | 112 | -3 | 9 | 10 | 7 | 0 |
| C=CCn1c(SCC(=O)Nc2ccccc2OC)nc(O)c(CC)c1=O | 102 | 96 | 98 | 4 | 2 | -2 | -6 | 4 |
| O=C(c1ccc2c3c(cccc13)CC2)C1CCCN(Cc2cccnc2)C1 (stereo not given) | 100 | 98 | 106 | -10 | -3 | 11 | -3 | 10 |
| O=C(Nc1ccc2c(c1)OCCO2)c1ccc(Cl)c(S(=O)(=O)N2CCCCC2)c1 | 102 | 95 | 99 | -4 | -7 | 0 | 5 | 14 |
| CCOc1ccc(OCCCC(=O)N2CCN(S(=O)(=O)c3ccccc3C#N)CC2)cc1 | 96 | 92 | 91 | nt | nt | -4 | 4 | 0 |
| Cn1c(=O)oc2cc(S(=O)(=O)N3CCC(C(=O)NCCc4ccccc4)CC3)ccc21 | 96 | 98 | 87 | -3 | -6 | 5 | 5 | 2 |
| CC(C)COc1nc2c(c(=O)n(C)c(=O)n2C)n1C | 121 | 115 | 113 | -3 | -7 | -6 | -4 | 7 |
| COc1ccc2c(CC(=O)N[C@@H](Cc3c[nH]c4ccccc34)C(=O)O)cc(=O)oc2c1 | 99 | 99 | 87 | 8 | -1 | 7 | 8 | 10 |
| CN(C)S(=O)(=O)Nc1ccccc1C(N)=O | 97 | 94 | 91 | -6 | 18 | -4 | -7 | 1 |
| Cc1cc(C)n(CC(O)COc2ccc(C(C)C)c(C)c2)n1 (stereo not given) | 99 | 99 | 105 | -1 | -14 | 4 | 2 | 4 |
| Cc1ccc(-c2nc3ncccn3c2Nc2ccccc2C)o1 | 108 | 104 | 100 | -15 | -13 | 1 | 5 | 1 |
| N#C/C(=C\c1ccco1)C(=O)NCC1CCCO1 (stereo not given) | 109 | 106 | 102 | 8 | -7 | 9 | -7 | 1 |
| O=C(N/N=C/c1ccc(O)cc1)c1nc(-c2ccccc2)n(-c2ccccc2)n1 | 98 | 106 | 93 | 31* | 1 | -1 | -2 | 0 |
| Cc1ccc(OC(C)C(=O)Nc2ccc(C)c(S(=O)(=O)Nc3ccc(C)cc3C)c2)cc1 (stereo not given) | 106 | 106 | 96 | 0 | 21 | 4 | 0 | 0 |
| COc1cccc(C(=O)CN2C(=O)C(C)(C)Oc3ccc(C(=O)N4CCOCC4)cc32)c1 | 115 | 108 | 115 | 1 | -13 | 2 | 16 | -1 |
| CCOc1ccc(-n2cc(-c3ccccc3)c3c(=O)[nH]cnc32)cc1 | 97 | 104 | 84 | -9 | -10 | 17 | 3 | 28 |
| Cc1csc(NC(=O)CSc2nncc(=O)n2N)n1 | 109 | 102 | 108 | -9 | 1 | 8 | 8 | 7 |
| CCOC(=O)N1CCN(S(=O)(=O)N2CCCC(C(=O)NCc3ccccc3OC)C2)CC1 (stereo not given) | 111 | 109 | 102 | 9 | 17 | -3 | 0 | 0 |
| Cc1cc(C)nc(/N=C2\NC(=O)CC(C(=O)O)N2c2cccc(Cl)c2)n1 (stereo not given) | 94 | 98 | 94 | 7 | -4 | -3 | -2 | 1 |
| Cc1ccc(-c2c(C)sc3ncn(CC(=O)N4CCOCC4)c(=O)c23)cc1C | 94 | 97 | 95 | -10 | -21 | 2 | -8 | 3 |
| COCCNC(=O)CN(C(=O)Cn1nnc2ccccc21)c1cc(C)cc(C)c1 | 104 | 100 | 98 | 1 | 15 | -3 | 0 | 0 |
| Nn1c(SCC(=O)NCCCc2ccccc2)nnc1-c1cccnc1 | 104 | 102 | 105 | 6 | 1 | -3 | -3 | 2 |
| CCOC(=O)c1c(C)[nH]c(C(=O)NCc2ccccn2)c1C | 96 | 101 | 92 | 5 | 4 | -1 | -3 | 6 |

An excerpt from above in order of the LAP4 TOR yeast value, falling.
structure	LAP4 TOR yeast
CC(C)c1ccc(NC(=O)NC2CC3CCC(C2)N3Cc2cccs2)cc1 (stereo not given)	112
O=C(O)CN1C(=O)SC(Nc2ccccc2)C1=O (stereo not given)	104
CCOC(=O)N1CCN(S(=O)(=O)N2CCCC(C(=O)NCc3ccccc3OC)C2)CC1 (stereo not given)	102
Cc1cccn2c(CN(C)CCC3CCCCO3)c(C(=O)N3CCCCC3)nc12 (stereo not given)	95
O=C(CC(Nc1ccccc1Cl)C(=O)OCC(=O)c1cccs1)c1ccccc1 (stereo not given)	94
O=C(CN(C(=O)CCC(=O)Nc1nccs1)c1cccc(F)c1)NCc1ccc2c(c1)OCO2	87

Assay outcomes as filed in PubChem.
